Compound activity (PubChem)
LAP4 TOR yeast: modulators of TOR pathway LAP4-GFP in S. cerevisiae | S. cerevisiae LAP4-GFP multiplex, flow cytometry GFP, 3 h; median GFP as percent of DMSO wells | GFP response vs DMSO, % at 10 µM | hit rate 0.34% among 320,000 | AID 2023;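 active = GFP response vs DMSO above a set limit, about the screen mean plus 3 SD, cut at about 150% in these data; inconclusive = under 70 cell events counted for the yeast strain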
proCasp3 act: activates human procaspase-3; recombinant procaspase-3 D3A, Ac-DEVD-pNA absorbance 405 nm; P42574; hit rate 0.11% among 330,000; AID 463141; activation, % at 8.5 µM;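 active = activation above the mean of all tested compounds plus 3 SD, cut at about 21% in these data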;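 also: 0% = DMSO alone and 100% = DMSO wells spiked with extra 5 µM PC-3 D3A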
Target sequence (P42574 whole entry D9A/D28A/D175A): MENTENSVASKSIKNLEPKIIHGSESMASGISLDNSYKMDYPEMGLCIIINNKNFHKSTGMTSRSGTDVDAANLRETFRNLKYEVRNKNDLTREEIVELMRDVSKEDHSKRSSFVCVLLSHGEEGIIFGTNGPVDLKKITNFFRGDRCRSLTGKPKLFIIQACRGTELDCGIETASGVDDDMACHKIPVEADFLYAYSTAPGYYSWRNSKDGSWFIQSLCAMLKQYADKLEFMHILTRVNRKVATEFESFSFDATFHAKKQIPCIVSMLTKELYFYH
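Test system: Procaspase-3 D3A mutant, all three cleavage aspartates alanine | Dosing: Single dose, 8.5 µM nominal compound, 0.8% DMSO | Schedule: 1 h preincubation, 2 h reaction | Technique: 405 nm absorbance of p-nitroaniline, reads at 0 and 120 min | Repeats: One well per compound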
Yeast superoxide: yeast age-related superoxide inhibition as caloric restriction mimetic | hit rate 0.18% among 330,000 | S. cerevisiae aged cells, superoxide DHE fluorescence; stronger effect = lower value | superoxide response (% of plate mean), % at 10 µM;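 active = superoxide response under a set limit, about three screen SD below normal, cut at about 65% in these data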;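 also: yeast aged for seven days with compound at 30 °C before DHE staining; 100% = average MFI of all compound-treated wells on the plate with controls excluded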
RPL19A-GFP yeast: modulators of TOR pathway RPL19A-GFP in S. cerevisiae. S. cerevisiae RPL19A-GFP strain, flow cytometry, 3 h; stronger effect = lower value. percent response vs DMSO, % at 10 µM. hit rate 0.3% among 330,000. AID 2025;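 active = percent response vs DMSO below 50%; inconclusive = fewer than 70 events counted for the yeast strain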;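 also: median channel GFP fluorescence of the barcoded RPL19A-GFP strain; ratio of sample median GFP to plate DMSO average so 100% = DMSO; lower means less RPL19A-GFP as with rapamycin TOR inhibition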
MEP2 TOR yeast: alters MEP2-GFP fluorescence in TOR pathway yeast screen; S. cerevisiae MEP2-GFP strain, flow cytometry GFP, 3 h; 100% = DMSO control level; GFP response vs DMSO, % at 10 µM; hit rate 0.51% among 330,000; AID 2016;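 active = GFP response versus DMSO above a set limit, roughly screen mean plus 3 SD, cut at about 180% in these data; inconclusive = fewer than 70 cells counted for a yeast strain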;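 also: median GFP fluorescence of the barcode-gated MEP2-GFP cells per well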
AHR act: activators of human aryl hydrocarbon receptor | AID 2796 | AHR-responsive luciferase reporter cells, luminescence | activation, % at 5 µM | hit rate 2.5% among 320,000 | P35869; in the data active = activation above about 47%;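 also: 0% = vehicle wells and 100% = reference agonist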
JMJD2C inh: inhibitors of human GASC-1 (JMJD2C) demethylase. Q9H3R0. GST-JMJD2C(1-420) H3K9me3 demethylation, DELFIA europium. inhibition, % at 2.35 µM. hit rate 0.069% among 330,000;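 active = more than half of a compound's replicate wells show inhibition beyond 50%, single wells judged on their own value; inconclusive = some, but no more than half, of replicates pass 50% inhibition; inactive = no replicate passes 50% inhibition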;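 also: signal counts dimethyl H3K9 product captured on neutravidin plate; 0% = median of DMSO wells and 100% = 0.3 times that DMSO median; strong numbers were not always called active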
Target sequence (Q9H3R0 1-420 limits assumed): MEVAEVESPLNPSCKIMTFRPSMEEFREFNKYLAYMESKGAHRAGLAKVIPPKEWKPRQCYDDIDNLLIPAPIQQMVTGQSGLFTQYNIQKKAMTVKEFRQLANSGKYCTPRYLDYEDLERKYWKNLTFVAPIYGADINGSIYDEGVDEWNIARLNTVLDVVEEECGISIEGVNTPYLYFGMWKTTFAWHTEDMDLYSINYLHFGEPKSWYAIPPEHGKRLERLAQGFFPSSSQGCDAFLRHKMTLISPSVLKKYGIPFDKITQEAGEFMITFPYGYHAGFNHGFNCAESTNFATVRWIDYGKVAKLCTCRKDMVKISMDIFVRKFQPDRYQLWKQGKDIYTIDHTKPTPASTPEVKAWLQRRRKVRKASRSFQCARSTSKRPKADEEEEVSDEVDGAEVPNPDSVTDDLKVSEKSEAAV
procasp7 counter: counter-screen: procaspase-7 (human) activation | P55210 | recombinant procaspase-7, Ac-DEVD-pNA absorbance 405 nm; D23A/D198A/D206A triple mutant, cannot self-cleave; scale: DMSO 0, 5 µM enzyme 100 | activation, % at 8.5 µM | hit rate 0.093% among 330,000;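 active = percent activation above the screen-wide mean plus 3 SD, cut at about 25% in these data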
Target sequence (P55210 whole entry D23A/D198A/D206A): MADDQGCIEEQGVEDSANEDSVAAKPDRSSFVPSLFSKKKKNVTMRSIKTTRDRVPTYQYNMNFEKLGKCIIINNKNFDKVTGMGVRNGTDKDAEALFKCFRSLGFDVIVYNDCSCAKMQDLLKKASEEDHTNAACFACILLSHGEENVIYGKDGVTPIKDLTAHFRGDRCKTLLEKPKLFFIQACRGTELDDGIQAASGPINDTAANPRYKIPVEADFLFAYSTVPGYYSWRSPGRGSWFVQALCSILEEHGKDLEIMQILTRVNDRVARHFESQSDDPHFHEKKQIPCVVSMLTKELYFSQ
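Material: Procaspase-7 triple mutant (PC-7 D3A) | Quantity: 2 µM procaspase-7 mutant as dispensed | Reagent: DEVD-pNA substrate | Times: 1 h preincubation, 2 h reaction | Technique: 405 nm absorbance of p-nitroaniline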
Starred values were filed as active, the others as inactive; i = inactive; u = inconclusive; x = not tested or not shown.

entry	molecule	LAP4 TOR yeast	proCasp3 act	Yeast superoxide	RPL19A-GFP yeast
1	O=C(C(Cc1ccccc1)n1cccc1)N1CCc2ccccc21 (stereo unspecified)	100	2	80	94
2	COc1ccccc1OCCNC(=O)c1cc(C2CC2)nc2c1cnn2C(C)C	97	2	109	95
3	CCOc1cccc(-c2csc(C3COc4ccccc4O3)n2)c1 (stereo unspecified)	91	-5	104	96
4	CC(C)CN(C(=O)COC(=O)c1ccccc1NCc1ccco1)c1c(N)n(Cc2ccccc2)c(=O)[nH]c1=O	101	0	104	100
5	CC(C)(C)C1=CC(=O)C(N2CCOCC2)=CC1=O	97	5	97	103
6	Cc1cccc(Nc2nnc(SCC(=O)NC(=O)CN3CCCC3=O)s2)c1	102	5	88	103
7	COc1ccc(S(=O)(=O)N2CCCCCC2)cc1N	92	-2	86	89
8	Cc1noc(C(=O)Nc2ccc(Cl)cc2)c1Cl	102	-7	126	105

entry	MEP2 TOR yeast	AHR act	JMJD2C inh	procasp7 counter
1	100	7	-1	-5
2	100	9	-2	8
3	103	2	-4	12
4	103	2	0	-2
5	101	2	3	5
6	102	2	-7	-10
7	84	1	-7	-1
8	100	1	-4	1

New compounds follow
entry	molecule	LAP4 TOR yeast	proCasp3 act	Yeast superoxide	RPL19A-GFP yeast
9	CC1CCN(C2CCN(S(=O)(=O)c3ccc(C(F)(F)F)cc3)CC2)CC1	100	4	97	94
10	NS(=O)(=O)c1cccc(NC(=O)CSc2n[nH]c(-c3cccs3)n2)c1	102	2	100	101
11	COc1cccc(CNC(=O)CC(NC(=O)c2ccccc2)c2ccccc2)c1 (stereo unspecified)	105	14	86	95
12	COc1cc2nc(N(CCN(C)C)C(=O)c3ccc(S(=O)(=O)N(C)CC4CCCO4)cc3)sc2cc1OC (stereo unspecified)	92	0	80	100
13	Oc1ccc(Cl)cc1C1=Nc2ccccc2N=C(c2ccco2)C1	108	4	95	98
14	COc1cc(OC)nc(NC(=O)CS(=O)(=O)c2ccccc2)n1	114	11	79	83
15	COc1ccc(C2=NOC(C)(c3nnc(-c4ccncc4)o3)C2)cc1 (stereo unspecified)	122	10	100	97
16	CCOC(=O)CSc1nc(C)c(C(C)=O)cc1C(N)=O	102	1	99	93

entry	MEP2 TOR yeast	AHR act	JMJD2C inh	procasp7 counter
9	101	10	6	-7
10	101	27	-2	-6
11	104	-1	3	2
12	97	0	-1	1
13	107	33	-9	-7
14	98	0	u	7
15	92	0	-54	2
16	97	0	0	6

(more compounds)
entry	molecule	LAP4 TOR yeast	proCasp3 act	Yeast superoxide	RPL19A-GFP yeast
17	Cc1nnc(SCC(=O)N2CCOCC2)s1	94	2	98	91
18	COc1ccc(NC(=O)NNS(=O)(=O)c2cc(C)ccc2C)cc1OC	79	2	106	106
19	CCCN(C(=O)C(C)Oc1cccc(Cl)c1)c1c(N)n(Cc2ccccc2)c(=O)[nH]c1=O (stereo unspecified)	99	4	93	101
20	COc1ccc(OC)c(S(=O)(=O)N2CCN(CC(O)CN3CCOCC3)CC2)c1 (stereo unspecified)	113	0	95	103
21	CN1C(=O)c2ccccc2C(C(=O)O)C1c1cccc([N+](=O)[O-])c1 (stereo unspecified)	114	-1	100	104
22	Cc1cc(C)nc(NS(=O)(=O)c2ccc(N=NN(C)C)cc2)n1	93	-4	110	99
23	CCS(=O)(=O)Nc1cc2c3c(c1)CCN3C(=O)CC2	97	-2	112	100
24	O=C(OCCOc1ccccc1)c1cc(S(=O)(=O)N2CCOCC2)ccc1Cl	103	-2	100	94

entry	MEP2 TOR yeast	AHR act	JMJD2C inh	procasp7 counter
17	97	-1	-17	-3
18	98	0	-22	-4
19	98	15	1	1
20	108	-1	x	11
21	106	-1	-4	-1
22	102	1	i	-2
23	104	5	-12	1
24	99	0	-1	5

Next records follow:
entry	molecule	LAP4 TOR yeast	proCasp3 act	Yeast superoxide	RPL19A-GFP yeast
25	CCC(=O)c1cn(CC(=O)NCC2CCCO2)c2ccccc12 (stereo unspecified)	109	-2	107	101
26	Cc1cccc(-n2c(SCC(=O)NC3CCCC3)nnc2-c2ccoc2C)c1	102	0	97	97
27	CC1C/C(=N\NC(=S)NC(C)C)CC(C)(C)C1 (stereo unspecified)	99	-11	89	99
28	CN1CCN(c2ccccc2NC(=O)c2ccc(OCc3ccccc3)cc2)CC1	99	-5	97	98
29	Cc1ccc(S(=O)(=O)c2nnn3c2nc(Nc2cccc(C)c2)c2ccccc23)cc1	84	-5	112	100
30	O=C(Nc1ccccc1)O[C@@H]1C[C@H]2CCC(=O)N3CC[C@@H](C1)[C@@H]23	95	13	90	97
31	COc1ccc(C2/C=C\CN(S(=O)(=O)c3cccc4cccnc34)CC(=O)N2Cc2ccc(F)cc2)cc1 (stereo unspecified)	x	5	x	x
32	N#Cc1c(N)nc2c(c1N)CC(=O)N2c1ccc(Cl)cc1	90	-1	104	94

entry	MEP2 TOR yeast	AHR act	JMJD2C inh	procasp7 counter
25	101	3	2	3
26	93	-1	1	-4
27	100	1	-25	2
28	101	4	5	-2
29	98	2	-12	-1
30	98	7	7	2
31	x	2	3	-2
32	93	89*	-1	6

Further structures:
entry	molecule	LAP4 TOR yeast	proCasp3 act	Yeast superoxide	RPL19A-GFP yeast
33	CC(=O)c1cccc(Nc2cc(C)nc3c(C)cccc23)c1	114	-3	105	100
34	Cn1c(SCC(=O)Nc2ccccc2C(F)(F)F)nc2c(c1=O)SCC2	87	-2	98	112
35	CN(C)c1ccc(C(=O)N2CC(=O)N(CCc3ccccc3)C(=O)C2)cc1	117	8	85	95
36	Cc1cccc(NC(=O)CCS(=O)(=O)c2ccc(Cl)cc2)c1	91	0	95	96
37	Nc1c(C(=O)Nc2ccc(Cl)cc2)oc2ccccc12	93	8	112	102
38	Cc1ccc(N(C(=O)c2ccc(S(=O)(=O)N3CCOCC3)cc2)C2C=CS(=O)(=O)C2)cc1C (stereo unspecified)	95	-4	100	103
39	COc1cc(/C=C2\OC(=O)c3c(OC)cccc32)ccc1O	103	-17	148	92
40	O=C(Nc1ccccc1C(=O)NC(Cc1ccccc1)C(=O)NC1CCCCCC1)c1ccccc1 (stereo unspecified)	97	9	93	97

entry	MEP2 TOR yeast	AHR act	JMJD2C inh	procasp7 counter
33	96	50*	3	3
34	106	-1	-27	1
35	107	12	-4	7
36	95	0	-8	-6
37	103	107*	6	-6
38	106	0	4	10
39	97	15	-5	-15
40	98	-1	-6	0

The list goes on:
entry	molecule	LAP4 TOR yeast	proCasp3 act	Yeast superoxide	RPL19A-GFP yeast
41	Cc1cc(Cl)ccc1C(=O)C1CCCN(C(=O)c2snnc2C)C1 (stereo unspecified)	109	3	99	99
42	O=[N+]([O-])c1cccc(-c2noc(-c3cccs3)n2)c1	118	0	92	100
43	N#C/C(=C\c1ccc(C#N)cc1)C(=O)c1ccccc1	86	x	106	106
44	CCc1ccccc1OCC(=O)NCC1COc2ccccc2O1 (stereo unspecified)	101	-2	110	99
45	CC(CNC(=O)c1ccc(OC2CCN(Cc3ccccn3)CC2)cc1)Oc1cccnc1 (stereo unspecified)	73	2	93	101
46	[O-][n+]1onc2c3ccnnc3ccc21	97	5	113	x
47	CCCn1c(CNS(=O)(=O)c2ccc(C)cc2)nc2ccccc21	101	-5	101	98
48	CCCCn1c(-c2ccco2)nc2ccccc2c1=O	94	-5	104	98

entry	MEP2 TOR yeast	AHR act	JMJD2C inh	procasp7 counter
41	101	1	1	9
42	103	26	5	2
43	94	x	-15	x
44	107	-2	-6	3
45	96	4	-2	-2
46	94	0	5	2
47	99	3	5	-1
48	105	2	8	-1

Ordered by length of the SMILES (rising): ten of the compounds above.
entry	molecule	LAP4 TOR yeast	proCasp3 act	Yeast superoxide	RPL19A-GFP yeast
46	[O-][n+]1onc2c3ccnnc3ccc21	97	5	113	x
48	CCCCn1c(-c2ccco2)nc2ccccc2c1=O	94	-5	104	98
44	CCc1ccccc1OCC(=O)NCC1COc2ccccc2O1 (stereo unspecified)	101	-2	110	99
37	Nc1c(C(=O)Nc2ccc(Cl)cc2)oc2ccccc12	93	8	112	102
39	COc1cc(/C=C2\OC(=O)c3c(OC)cccc32)ccc1O	103	-17	148	92
36	Cc1cccc(NC(=O)CCS(=O)(=O)c2ccc(Cl)cc2)c1	91	0	95	96
41	Cc1cc(Cl)ccc1C(=O)C1CCCN(C(=O)c2snnc2C)C1 (stereo unspecified)	109	3	99	99
45	CC(CNC(=O)c1ccc(OC2CCN(Cc3ccccn3)CC2)cc1)Oc1cccnc1 (stereo unspecified)	73	2	93	101
40	O=C(Nc1ccccc1C(=O)NC(Cc1ccccc1)C(=O)NC1CCCCCC1)c1ccccc1 (stereo unspecified)	97	9	93	97
38	Cc1ccc(N(C(=O)c2ccc(S(=O)(=O)N3CCOCC3)cc2)C2C=CS(=O)(=O)C2)cc1C (stereo unspecified)	95	-4	100	103

entry	MEP2 TOR yeast	AHR act	JMJD2C inh	procasp7 counter
46	94	0	5	2
48	105	2	8	-1
44	107	-2	-6	3
37	103	107*	6	-6
39	97	15	-5	-15
36	95	0	-8	-6
41	101	1	1	9
45	96	4	-2	-2
40	98	-1	-6	0
38	106	0	4	10

Continuation:
entry	molecule	LAP4 TOR yeast	proCasp3 act	Yeast superoxide	RPL19A-GFP yeast
49	O=C(CSCc1ccccc1)Nc1cccc(F)c1	104	2	101	100
50	CN(c1ccccc1)S(=O)(=O)c1ccc(C(=O)Nc2nnc(-c3ccco3)o2)cc1	98	-6	104	97
51	C#CCOCCOCCOCCNc1nc(N2CCN(C(=O)[C@H](CCC(=O)O)n3cc(C(N)Cc4ccc(O)cc4)nn3)CC2)nc(N2CCN(C(=O)[C@H](Cc3cc4ccccc4[nH]3)n3cc(C(N)[C@H](C)CC)nn3)CC2)n1 (stereo partly specified)	97	7	102	96
52	C/C(=C\C(=O)C(F)(F)F)Nc1ccc(C(F)(F)F)cc1	102	4	103	102
53	COC(=O)C1=C(C)Nc2sc(C(N)=O)c(N)c2C1c1ccncc1 (stereo unspecified)	107	-12	102	119
54	CCNc1sc(C(=O)c2cccs2)c(N)c1-c1nc2ccccc2s1	104	-5	109	101
55	O=C(CSc1cccc[n+]1[O-])Nc1ccccc1Oc1ccccc1	146	-31	107	97
56	Cc1ccc(NC(=O)CCc2nnc3ccc(N4CCN(C)CC4)nn23)cc1F	95	8	117	100

entry	MEP2 TOR yeast	AHR act	JMJD2C inh	procasp7 counter
49	92	1	-28	0
50	103	3	-8	-10
51	92	1	-5	6
52	105	0	7	20
53	119	11	3	-6
54	102	55*	6	-14
55	106	0	17	-32
56	109	8	2	-3

Continued.
entry	molecule	LAP4 TOR yeast	proCasp3 act	Yeast superoxide	RPL19A-GFP yeast
57	COc1ccc(NC(=O)/C(C#N)=C/c2cccnc2)c(OC)c1	105	x	102	102
58	CN(C)c1ccc(-c2nnc(-c3cccs3)o2)cc1	98	17	123	98
59	O=C(Cn1nc(-c2ccc(N3CCOCC3)c([N+](=O)[O-])c2)c2ccccc2c1=O)N1CCCCC1	97	-4	95	97
60	COc1ccc(S(=O)(=O)N2CCOCC2)cc1NC(=O)CN1CCCCCC1	95	9	95	94

entry	MEP2 TOR yeast	AHR act	JMJD2C inh	procasp7 counter
57	108	x	-4	x
58	102	-1	2	-9
59	97	4	2	-6
60	92	1	70	2
